# Assay outcomes (PubChem BioAssay)
# CSN deneddyl inh – blocks human CSN-mediated cullin deneddylation. inhibition, % at 12.5 µM. hit rate 0.38% among 360,000. Purified CSN, SCF-Nedd8-OG deneddylation, fluorescence polarization. Q92905. AID 651999;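 active = pattern-corrected inhibition above about 35%, with an unprinted fluorescence ratio check between 0.5 and 1.5, limit read from the data, passing the limit was not always enough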;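 note: 0% = enzyme with substrate and 100% = substrate without enzyme; some results filed as inactive read as strong as hits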
#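 Material: human Csn5 produced in HEK293T cells; Input: enzyme 0.24 nM; Reagent: SCFSkp2-Nedd8OG substrate at 10 nM final; Dosing: 12.5 µM compound; Incubation: 90 min reaction at room temperature; Detection: fluorescence polarization of the substrate; Evaluation: % inhibition of substrate cleavage by Csn5; Control set: substrate-only high control, full reaction low control.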
# Tb MetRS inh – blocks T. brucei methionyl-tRNA synthetase activity | inhibition, % at 11.9 µM | hit rate 0.4% among 360,000 | purified T. brucei MetRS, ATP depletion, Kinase-Glo luminescence | AID 624268;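 active = inhibition above a per-plate cutoff of the control wells' mean inhibition plus 3 SD, cut at about 5.5% in these data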;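 note: 0% = DMSO wells median and 100% = median of wells with control inhibitor compound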
#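 Test system – parasite MetRS enzyme · Reagent – substrates ATP, L-methionine and bulk Escherichia coli tRNA · Doses – 11.9 µM compound single dose, 0.9% DMSO · Times – 15 min enzyme-compound preincubation, 2 h reaction, 10 min detection, 25 °C · Signal – Kinase-Glo luminescence, ATP depletion format · Controls – DMSO-only wells as low control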
# LMPTP block – LMPTP (human) inhibition | P24666 | inhibition, % at 20 µM | recombinant LMPTP-A, OMFP fluorogenic substrate, fluorescence intensity | hit rate 0.22% among 360,000;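 active = compounds that cut the enzyme signal by at least half of the control window in the single-dose screen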;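 note: plate controls were DMSO wells with enzyme plus substrate for no effect and substrate without enzyme for full effect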
# Target sequence (P24666 whole entry, looked up): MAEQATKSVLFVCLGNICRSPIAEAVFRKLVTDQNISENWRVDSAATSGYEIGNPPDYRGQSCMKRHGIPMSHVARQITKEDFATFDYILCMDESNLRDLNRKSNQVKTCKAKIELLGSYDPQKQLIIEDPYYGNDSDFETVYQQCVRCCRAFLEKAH
#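 Buffer or medium: Bis-Tris pH 6.0, DTT, detergent; Assay system: LMPTP-A enzyme; Quantity: 0.625 nM enzyme; Detection: endpoint fluorescence intensity; Times: 50 min dark incubation at room temperature; Controls: substrate-only low control, DMSO enzyme-plus-substrate high control; Doses: single 20 µM dose; Read-out: percent inhibition versus substrate-only and uninhibited controls; Reagent: 400 µM OMFP.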
# Scp-1 inhibitor – Scp-1 (human) phosphatase inhibition; Q9GZU7; Recombinant Scp1, phosphopeptide, malachite green phosphate absorbance; inhibition, % at 20 µM; hit rate 0.88% among 340,000;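 active = inhibition above about 50% at 20 µM, limit read from the data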;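 note: plate controls were DMSO wells with enzyme for no effect and wells lacking enzyme for full effect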
# Target sequence (Q9GZU7 76-261 limits assumed): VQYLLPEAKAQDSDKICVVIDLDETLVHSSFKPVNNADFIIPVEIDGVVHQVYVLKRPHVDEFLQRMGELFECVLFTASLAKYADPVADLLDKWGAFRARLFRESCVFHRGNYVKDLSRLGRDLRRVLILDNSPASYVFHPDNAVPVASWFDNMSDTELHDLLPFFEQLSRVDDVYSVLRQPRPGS
#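 Material – SCP-1 phosphatase catalytic domain, residues 76-261 · Buffer or medium – Acidic Tris acetate buffer with magnesium and detergent · Also added – Phospho 17-mer peptide substrate · Compound – single 20 µM dose, 1% DMSO · Times – 45 min room-temperature reaction, 5 min colour, 30 min stabiliser · Technique – Phosphate-binding colour reagent, absorbance read at 630 nm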
# SUMO1 PPI mod – modulators of human SUMO1-mediated protein-protein interactions | AID 602429 | P63165 | hit rate 0.33% among 360,000 | SUMO1 binding to a labelled peptide, TR-FRET, 1 h | inhibition, % at 20 µM; in the data active = inhibition above about 37%
# NadD inh – NadD (S. aureus) enzyme inhibition. purified NadD enzyme, colorimetric absorbance read-out. AID 602399. hit rate 0.78% among 360,000. inhibition, % at 20 µM; in the data active = inhibition above about 26%; note: some compounds past the cut are filed as inactive
# Rpn11 block – blocks the human proteasome subunit Rpn11 | O00487 | human 26S proteasome, Ub4-pepOG fluorescence polarization; 20S core pre-blocked with epoxomicin | calls only at 20 µM | hit rate 0.59% among 360,000 | AID 588493;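 active = inhibition at 20 µM, scaled to each plate's controls, above about 33%, limit read from the data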
# STEP inh – inhibitors of human striatal-enriched phosphatase STEP; hit rate 0.25% among 360,000; P54829; inhibition, % at 20 µM; recombinant STEP, OMFP fluorogenic substrate, fluorescence;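 active = inhibition at 20 µM, scaled per plate between control wells, above about 37%, limit read from the data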;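 note: 0% = DMSO with enzyme and substrate and 100% = substrate only without enzyme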
# Target sequence (P54829 whole entry, looked up): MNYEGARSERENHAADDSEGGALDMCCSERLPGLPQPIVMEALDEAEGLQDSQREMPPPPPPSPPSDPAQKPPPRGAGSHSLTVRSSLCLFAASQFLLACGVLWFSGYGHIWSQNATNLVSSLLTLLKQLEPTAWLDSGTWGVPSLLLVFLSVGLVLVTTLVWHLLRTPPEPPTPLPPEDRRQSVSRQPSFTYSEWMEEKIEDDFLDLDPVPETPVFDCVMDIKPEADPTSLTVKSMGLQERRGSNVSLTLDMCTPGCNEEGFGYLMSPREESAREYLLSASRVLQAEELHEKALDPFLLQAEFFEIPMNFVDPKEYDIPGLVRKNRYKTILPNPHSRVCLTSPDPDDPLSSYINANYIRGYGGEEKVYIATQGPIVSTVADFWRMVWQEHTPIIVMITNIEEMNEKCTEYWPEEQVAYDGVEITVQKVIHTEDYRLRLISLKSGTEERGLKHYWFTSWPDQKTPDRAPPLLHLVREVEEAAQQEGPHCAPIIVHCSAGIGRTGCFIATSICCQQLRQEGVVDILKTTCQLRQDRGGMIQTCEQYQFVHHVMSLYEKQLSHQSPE
#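 material = STEP tyrosine phosphatase | reagent = fluorogenic phosphatase substrate OMFP at 25 µM final | doses = single compound dose of 20 µM, 1% DMSO final | schedule = 20 min reaction, room temperature, in the dark | measured by = fluorescence, 480/540 nm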
# DNMT1 block – blocks human DNA methyltransferase DNMT1; P26358; DNMT1 molecular beacon, Hinp1I cleavage, fluorescence; inhibition (reported as % activation of signal), % at 10 µM; hit rate 0.83% among 360,000; in the data active = inhibition above about 50%
# PABP1 MLLE inh – inhibitors of microRNA-mediated deadenylation, human PABP1 MLLE binding | P11940 | GST-MLLE / FITC-PAM2 fluorescence polarization | inhibition, % at 20 µM | hit rate 0.36% among 360,000; in the data active = inhibition above about 35%, passing the limit was not always enough;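 note: plate controls were DMSO wells with GST-MLLE for no effect and wells lacking GST-MLLE protein for full effect; some results filed as inactive read as strong as hits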
# An asterisk follows results filed as active; i = inactive; . = no result given.
SMILES,CSN deneddyl inh,Tb MetRS inh,LMPTP block,Scp-1 inhibitor,SUMO1 PPI mod,NadD inh,Rpn11 block,STEP inh,DNMT1 block,PABP1 MLLE inh
Cc1ccc(NC(=O)N2CCCN(Cc3ccc(F)cc3)C2)cc1C,-5,-0.7,-1.8,-10,0,-6,i,-6,2,-3
Cn1c(=O)c2sccc2n2c(CCCC(=O)NCCc3ccccc3)nnc12,1,-0.1,-1.5,-7,6,1,i,2,2,-12
COc1ccc(N=C2C(=O)N3CCCc4cccc2c43)cc1,-5,-0.2,0.0,-10,-20,-4,i,0,-1,4
O=C(OCC(=O)N1CCN(C(=O)c2ccco2)CC1)c1cccc(O)c1,-1,0.0,-1.1,4,2,-6,i,-2,2,-1
Clc1ccc(SCc2cc(-c3ccccc3)no2)cc1,1,-0.7,1.5,-20,2,5,i,4,0,5
CSc1ccccc1CNc1nc(NCC2CC2)nc2ccsc12,-4,0.6,35,.,1,5,i,2,1,14
CC(=O)Nc1sc(C)c(C)c1C(=O)OCC(=O)N(CCC#N)c1cc(C)cc(C)c1,-7,-0.2,2.0,-11,-10,-3,i,0,-2,9
Cc1nc(N)sc1C(=O)OCC(C)C,5,-1.0,-0.7,-10,2,2,i,-2,1,3
NC(=O)c1ccsc1NC(=O)COC(=O)c1ccccc1NCc1ccco1,6,-0.4,3.4,11,9,-2,i,5,5,-10
C=CC[n+]1c(-c2ccc(C)cc2)csc1Nc1c(C)n(C)n(-c2ccccc2)c1=O,-4,1.0,-0.9,-6,5,4,i,-2,-3,4
COc1ccc(N(CC(=O)NCc2ccc(Cl)cc2)S(=O)(=O)c2c(C)noc2C)cc1,0,-0.2,1.5,2,-6,-9,i,0,2,1
Cc1c(Cc2ccc3c(c2)OCO3)sc(NC(=O)c2cccc3ccccc23)c1C(N)=O,-3,-0.7,6.3,-16,-2,6,i,16,-23,18
CCc1ccc(NC(=O)C(C)OC(=O)C2CCC(=O)N2)cc1 (stereo not given),-2,-0.6,-1.3,-3,0,-6,i,0,-4,-3
CCCc1cc(-c2n[nH]c(=S)n2CC(C)C)cs1,-6,-0.9,-2.2,1,-1,5,i,6,4,-17
COc1ccc(NC(=O)CN(C)C(=O)c2cccnc2Sc2ccc(C)c(C)c2)cc1,-8,-0.4,-0.5,4,2,-2,i,0,2,-12
CCC(C(=O)N1CC2(C)CC1CC(C)(C)C2)N1C(=O)c2ccccc2C1=O (stereo not given),-1,-0.3,1.8,-13,-1,3,i,-1,2,3
CCN(CCS(=O)(=O)c1ccc(Cl)cc1)C(=O)Nc1ccccc1,0,-0.1,-1.0,-7,4,-9,i,0,0,7
COc1cccc(NC(=O)CSc2nc3ccccc3c(=O)n2Cc2cccs2)c1,0,0.0,3.6,-14,-2,1,i,10,-7,4
C[C@H](NC(=O)c1nc[nH]c1C(=O)N[C@H](C)c1ccccc1)C(=O)OC(C)(C)C,-1,-0.3,0.0,-4,6,3,i,-2,5,4
Cn1nccc1C(=O)N1CCc2ccccc21,3,0.4,-1.3,-12,6,1,i,-14,4,14
O=C(CCNC(=O)c1ccco1)NCCc1c[nH]c2ccccc12,3,-0.2,-0.4,-15,-4,-1,i,-2,-25,-21
N=c1c2ccccc2nnn1-c1cccc(C(F)(F)F)c1,-7,0.1,0.1,-1,-4,3,i,-1,1,14
COc1ccc(-n2c(=O)c3ccccc3c3ccccc3c2=O)c(OC)c1,-6,-0.6,0.7,-15,2,-2,i,-2,-2,-6
COc1ccc(-c2[nH]ncc2CN2CCC(c3ccncc3)CC2)cc1F,-5,-0.7,-2.1,-12,-2,-7,i,0,-2,-1
O=C(Cn1nc(-c2ccccc2)ccc1=O)Nc1ccc(N2CCN(C(=O)c3cccs3)CC2)cc1,7,-0.4,4.9,-7,-8,29*,i,-1,-4,-12
COc1cc2c(cc1OC)CN(CC(=O)NC(=O)NC1CCCCC1)CC2,-6,-0.5,-0.3,-1,-7,1,i,7,-3,-2
CN(C)c1nc(-c2ccccc2)c2cc(Cl)ccc2n1,3,-0.5,3.1,2,-7,2,i,1,-2,26
CCn1c(SCC(=O)Nc2cccc(F)c2)nnc1-c1cc2cc(Br)ccc2o1,1,-1.6,-4.8,8,28,3,i,-3,10,-125
CC(=O)Nc1ccc(NC(=O)CSc2ncc(C(=O)Nc3ccc(Cl)cc3)c(=O)n2C)cc1,-2,0.0,1.6,-6,-4,-6,i,1,-3,4
C=CCc1ccc(OCCOc2cccc3cccnc23)c(OC)c1,-17,-0.4,0.3,-3,-7,1,i,2,2,-1
COc1ccc(C(=O)/C=C2/C(=O)Nc3ccccc32)cc1OC,-3,-0.6,-1.6,2,-10,-3,i,1,3,-1
Cc1nn(Cc2ccc(C(=O)NC(C)(C)C)o2)c(C)c1Br,5,0.6,0.0,1,5,5,i,3,2,12
COC(=O)c1cccc(NS(=O)(=O)c2cccs2)c1C,-1,-0.1,-0.3,-5,3,0,i,-1,4,-3
COc1ccccc1CNC(=O)C1CCN(S(=O)(=O)c2ccc3nc4c(c(C(=O)O)c3c2)CCCC4)CC1,-2,-0.4,0.1,10,17,-1,i,-4,-4,0
CC1=C(C(=O)N(C)C)C(c2ccccc2OC(F)F)NC(=O)N1 (stereo not given),4,-0.8,-0.7,5,1,-10,i,0,2,-8
CC(C)N(C)c1ncnc2c1ncn2[C@H]1CN(Cc2cccs2)C[C@@H](CO)O1,-3,-0.2,0.9,.,1,2,i,-3,2,-5
N#Cc1nc(COc2ccccc2Cl)oc1NCc1ccco1,8,-0.3,-0.7,-11,0,-10,i,-1,-1,-5
CC1CN(S(=O)(=O)c2cccc(C(=O)NCCCn3ccnc3)c2)CC(C)O1 (stereo not given),0,0.0,-9.5,-3,-1,-3,i,1,3,7
CC1CCCCC12NC(=O)N(CC(=O)N1CCN(S(=O)(=O)/C=C/c3ccccc3)CC1)C2=O (stereo not given),0,0.1,-0.5,-3,-6,2,i,2,-2,-29
O=C1C2C(c3ccccc3)CC=CC2[C@H](c2cccc([N+](=O)[O-])c2)N1Cc1ccccc1 (stereo not given in full),-3,-0.3,1.7,-10,4,4,i,0,-5,10
Cc1cccc(C)c1-n1nnnc1C(c1ccnc2ccccc12)N1CCN(C/C=C/c2ccccc2)CC1 (stereo not given),3,-0.4,2.5,.,5,5,i,-1,-11,-6
COc1cccc(-c2nn(-c3ccccc3)cc2C(=O)Nc2nccs2)c1,-1,0.0,1.1,5,2,2,i,2,-7,6
COc1ccc(S(=O)(=O)N(CC(=O)NCc2ccncc2)Cc2ccccc2)cc1,-2,-0.6,-0.7,0,2,-2,i,-2,2,3
Cc1cc(C)cc(NC(=O)Oc2ccccc2N2CCCCC2)c1,1,-0.1,0.8,-10,2,-3,i,1,1,-8
OCCCNc1nc(-c2ccc(Br)cc2)nnc1-c1ccc(Cl)cc1,-4,0.0,1.6,-1,4,-2,i,1,3,-3
O=C(NCc1cccnc1)c1ccc([N+](=O)[O-])o1,-2,-0.8,-0.1,-3,-23,6,i,2,-1,5
CCC(=O)N1CCN(c2ccccc2NC(=O)COc2cccc(C)c2C)CC1,2,0.1,0.9,-5,1,-4,i,0,1,3
CCOC(=O)N1CCN(C(=O)c2cn(C)c3ccc(S(=O)(=O)N(CC)CC)cc3c2=O)CC1,-2,-1.1,0.4,-4,-2,-5,i,-2,0,5
CC(C)[C@H](NC(=O)[C@H]1N2C(=O)c3ccccc3C2SC1(C)C)C(=O)NCc1ccco1 (stereo not given in full),2,-0.4,0.5,-1,-4,11,i,-1,-1,17
Cc1ccc(S(=O)(=O)N[C@@H](CC(C)C)C(=O)N2CCC(C(=O)N[C@@H](Cc3ccccc3)C(=O)O)CC2)cc1,2,-1.5,-1.2,4,4,4,i,0,0,-1
Cc1cccc(C(=O)NC2CCN(C(=O)Nc3ccccc3C)CC2)c1,-5,2.5,-0.3,2,-2,-9,i,-1,1,21
Cn1cnnc1SCC(=O)c1ccc2c(c1)OCCO2,-3,-0.6,-1.0,-2,-2,-6,i,-3,2,-1
Cc1cc(C)n(CCNC(=O)[C@H]2O[C@@H](n3ccc(N)nc3=O)[C@H](O)[C@@H]2O)n1,2,0.7,-2.3,.,0,-4,i,-4,-1,-7
Cc1ccc(-c2cccc(CN3CCN(C(C)C)C(CCO)C3)c2)o1 (stereo not given),6,-0.7,1.2,-6,-5,-6,i,-1,2,0
COC(=O)CCP(=O)(O)Cc1ccccc1CP(=O)(O)CCC(=O)OC,2,-0.2,-2.8,-2,4,2,i,-1,3,-6
COc1ccc(/C=N/n2cnc3scc(-c4cccs4)c3c2=O)cc1OC,-1,-0.4,-1.4,-5,-4,1,i,0,-2,-1
CC(Sc1ccc(Cl)cc1)C(=O)NNC(=O)c1ccncc1 (stereo not given),-2,-0.1,-0.3,-5,2,1,i,2,5,-10
Cc1ccc([C@H]2C(C(=O)O)=CC[C@@H](c3ccc4c(c3)OCO4)N2S(=O)(=O)c2ccc(C)cc2)cc1,0,-0.9,0.0,-11,2,5,i,1,1,0
